From PubChem
ALOX12 inh: inhibitors of human 12S-lipoxygenase ALOX12; purified 12hLO, xylenol orange hydroperoxide absorbance; Potency, µM (top dose mostly 108 µM), for the others: at the top dose activity change, negative = inhibition, actives largely listed as inhibitors; hit rate 1.1% among 580,000; AID 1671190; active means well fitted inhibition curve with a large enough effect; inconclusive means small, poorly fitted or top-dose-only effect, or another doubt; inactive means no such curve, though single readings can be large or run the other way
Target sequence (P18054 whole entry, looked up): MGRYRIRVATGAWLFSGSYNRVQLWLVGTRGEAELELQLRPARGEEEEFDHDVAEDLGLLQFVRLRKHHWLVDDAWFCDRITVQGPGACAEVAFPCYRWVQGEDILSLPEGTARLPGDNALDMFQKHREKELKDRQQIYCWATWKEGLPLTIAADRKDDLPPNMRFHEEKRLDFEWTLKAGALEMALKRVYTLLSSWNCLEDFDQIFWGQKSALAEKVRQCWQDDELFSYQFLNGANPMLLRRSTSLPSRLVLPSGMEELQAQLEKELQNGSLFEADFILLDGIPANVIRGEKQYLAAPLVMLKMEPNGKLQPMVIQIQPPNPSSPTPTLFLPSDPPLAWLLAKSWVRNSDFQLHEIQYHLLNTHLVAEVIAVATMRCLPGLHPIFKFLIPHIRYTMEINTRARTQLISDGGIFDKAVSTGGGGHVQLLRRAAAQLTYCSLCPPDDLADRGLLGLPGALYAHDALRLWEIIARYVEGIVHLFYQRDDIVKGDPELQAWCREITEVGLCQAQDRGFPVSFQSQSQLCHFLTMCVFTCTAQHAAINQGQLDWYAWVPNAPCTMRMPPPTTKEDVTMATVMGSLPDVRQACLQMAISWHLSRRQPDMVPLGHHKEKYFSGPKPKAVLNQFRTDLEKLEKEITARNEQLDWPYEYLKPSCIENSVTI
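Purified human 12hLO (150 nM final) in 25 mM Hepes, 0.01% Triton X-100, pH 7.0 was preincubated 15 min at room temperature with compound. Then 40 uM arachidonic acid was added, 30 min. Hydroperoxide was read by Fe-XO absorbance ratio 573/405 nm.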
* = called active by the depositor; ? = inconclusive; [ ] = remark or other dose. On the % scale 0 is the no-effect control and ±100 the full control effect; potency means the concentration at half of the fitted maximal effect. This is a subset. The share of hits here may be higher or lower than overall.

| Compound | ALOX12 inh |
| --- | --- |
| COc1ccc(C)cc1-c1ccc(COc2ccc3c(cnn3CCC(=O)O)c2)cc1 | ? |
| NC(=O)c1ccc(NC(=O)C2=C(c3ccccc3)SCCO2)cc1 | 15% |
| CC(N(C)C(=O)Cc1cccc(F)c1)C(C)(C)C (configuration not stated) | 10% |
| COc1ccc(CNC(=O)[C@@H]2Cc3cn(Cc4ccncc4)c4cccc(c34)[C@H](CC(C)C)N2)cc1 | 1% |
| CC(C)CNC(=O)C(C)Sc1cc(C(=O)NC2CC2)c2ccccc2n1 (configuration not stated) | -2% |
| O=C(OCC(=O)N1c2ccccc2Sc2ccccc21)c1ccccc1 | ? |
| Cc1cc(-c2cnc3[nH]cc(CC(=O)NCc4cccnc4)c3c2)ccn1 | 2%[176 µM] |
| COCCN1CCC(CN(Cc2ccncc2)C(=O)c2ccc(=O)n(C)n2)CC1 | 56%[activator] |
| COc1cc(Nc2ccc3nnc(-c4ccccn4)n3n2)cc(OC)c1OC | 49%[activator][176 µM] |
| CC1CCC/C(=N/NC(=O)C2CC2)C1 (configuration not stated) | ? |
| CC(C)NC(=O)N1CCCC1c1noc(CCC(=O)NC2CC2)n1 (configuration not stated) | ? |
| CCc1ccccc1NC(=O)c1n[nH]c(=O)c2ccccc12 | 0% |
| Cn1c(=O)n(Cc2nc(-c3ccccc3)no2)c(=O)c2ccccc21 | -10% |
| CN(C)C(=O)CNC(=O)c1nn(C)c(=O)c2ccccc12 | ? |
| O=C(O)c1ccnc(-c2ccnc(NCC(O)c3ccccc3Cl)n2)c1 (configuration not stated) | 29% |
| Nc1nc(N2CCC3(CC2)NC(=O)CC3C(=O)O)c2[nH]cnc2n1 (configuration not stated) | 6% |
| O=C(NC1CCCC1)C1C(c2ccc(C(F)(F)F)cc2)=Nc2ccccc2N1C(=O)c1ccccc1 (configuration not stated) | ? |
| Cn1c(NCc2ccccc2Cl)nc2c1c(=O)n(Cc1ccc(Cl)cc1)c(=O)n2C | ? |
| NC(=O)[C@H](CC1CCCCC1)NC(=O)[C@@H]1CN(C(=O)c2cccnc2)CCN1C(=O)C1CCCCC1 | -9% |
| COc1cc(CN2CCCCCC2c2ccccc2Cl)ccc1OCC(N)=O (configuration not stated) | ? |
| N#C/C(=C/c1ccccc1)S(=O)(=O)c1ccc(F)cc1 | ? |
| CCS(=O)(=O)N1CCC[C@H](n2c(=O)n(C)c3cccnc32)C1 | 40%[activator] |
| Cc1ccsc1C(=O)N1CCn2c(nnc2[C@@H]2C[C@@H](O)CN2Cc2ccccc2)C1 | 12% |
| COc1cc(NC(=O)C2CCc3sc(C(=O)N4CCOCC4)cc3C2)cc(OC)c1 (configuration not stated) | 39%[activator] |
| COC(=O)CC[C@H]1CNC(=O)[C@@H]2[C@@H](CCN2Cc2ncc[nH]2)N1C | 16%[176 µM] |
| Cc1ccc(OCc2nc3c4c(ncn3n2)Oc2cc(O)ccc2C4c2ccccc2)cc1 (configuration not stated) | 42%[activator] |
| COc1ccccc1CNc1nc(-c2cccc(NS(C)(=O)=O)c2)nc2ccccc12 | ? |
| O=Cc1ccc(OCc2ccc(Cl)cc2Cl)c(Br)c1 | 1% |
| COCc1nc(C2CCCN(C(=O)C3CCC3)C2)no1 (configuration not stated) | -18% |
| Cc1ccc(C)c(OCC(=O)c2ccc3c(c2)N(CC(=O)NCC2CC2)C(=O)CO3)c1 | 23% |
| CC1=C(/C=C/C(=C/C=C/C(C)=C/C(=O)O)c2ccc(C)cc2)C(C)(C)CCC1 | ? |
| O=C(COc1ccccc1)Nc1ccc2c(c1)CN(Cc1ccccc1F)C(=O)CO2 | 25% |
| Cn1nccc1C(=O)N1CCCC(Cc2noc(-c3ccccn3)n2)C1 (configuration not stated) | 7% |
| COc1cccc(N2C(=O)NC(=NC3CCCCC3)C23CCN([S+](=O)([O-])c2c(C)noc2C)C3)c1 (configuration not stated) | 46%[activator] |
| Cc1cccc(CNC(=O)Cc2ccc(N(Cc3ccccc3)C(=O)c3ccco3)cc2)c1 | -7% |
| CCCCCNc1nc2ccccc2nc1NS(=O)(=O)c1cccc(C)c1 | 34% |
| O=C(Nc1ccc(Cl)cc1)N1CCC(c2nnc3n2C(C(=O)N2CCOCC2)CC3)CC1 (configuration not stated) | 5%[6.33 µM] |
| CC(=O)N1CCC(N2C[C@@H]3C[C@H]2C(=O)N(Cc2ccc(OC(F)(F)F)cc2)c2ccccc2O3)CC1 | -14% |
| CCN(CC)c1ccc(NC(=O)CCn2ccn3nc4c(c3c2=O)CCCC4)c(C)c1 | -26% |
| O=C(CSc1nnc(-c2cccs2)n1C1CC1)N1CCN(c2ccc(F)cc2)CC1 | ? |
| CN1CCCN(C[C@@H]2CN(Cc3cccc(CCN)c3)C[C@@H]2CO)CC1 | 37%[activator] |
| Cc1ccc(NC(=O)N2CCC(N3C(=O)C4(CCCCC4)C3c3ccncc3)CC2)cc1C (configuration not stated) | 0% |
| O=C(NCC1(N2CCOCC2)CCCCC1)c1cccc(NC(=O)c2cccs2)c1 | -14% |
| Cc1cc(C(=O)N2CCC(F)CC2)c2c(C3CCNC3)noc2n1 (configuration not stated) | 1%[6.33 µM] |
| Cc1ccc(CNC(=O)c2c(C)[nH]c3ccccc23)cc1 | 5% |
| Cc1ccccc1C(=O)N(C)[C@H]1C[C@H]2c3[nH]c4c(-c5ccc6c(c5)OCO6)cccc4c3CCN2C[C@H]1[C@H](C)O | ? |
| CC(C)CN1C(=O)c2cccn2CC1CNC(=O)CC1CCCC1 (configuration not stated) | 83%[activator] |
| CC1(c2ccccc2)N(Cc2ccc(O)cc2)C(=O)OC12CCN(C(=O)Cc1ccccc1)CC2 (configuration not stated) | 1% |
| O=C(CCc1nnn2c1CN(C(=O)NC1CCCC1)CC2)N1CCCC1 | 35%[activator] |
| N#Cc1ccc(CN2CCCC3(CCN(C(=O)c4cc(C(F)(F)F)cc(C(F)(F)F)c4)CC3)C2)cc1 | ? |

The listing continues.
| Compound | ALOX12 inh |
| --- | --- |
| COc1ccccc1-c1cccc(CN)c1 | 12%[12.5 µM] |
| O=Cc1cccn1-c1ccccc1F | 31%[activator] |
| CCCCCCCCN1C(=O)N2Cc3cc(OC)ccc3C2CS1(=O)=O (configuration not stated) | 6% |
| O=S(=O)(NCc1ccccc1)c1cc(Br)ccc1Br | 0% |
| O=C1Nc2ccc(Br)cc2C(=O)N2CCN(C(=O)c3cccnc3)C[C@H]12 | ? |
| CN(C)CCCNC(=O)[C@@H]1[C@@H](CO)[C@@H]2Cn3c(cccc3=O)[C@H]1N2C(=O)Nc1cc(F)ccc1F | -15% |
| Clc1ccc2c(NN=C3CCCCC3)ccnc2c1 | ? |
| CC(=O)N(C1CC1)C1CCOC2(CCN(C(=O)c3nn(C)c4ccccc34)CC2)C1 (configuration not stated) | 23% |
| CCC1=Nc2cc(C(=O)NCCC(C)C)ccc2Sc2ccc(Br)cc21 | 13% |
| Cc1ccccc1-c1cc(Nc2ccc(F)cc2)ncn1 | ? |
| COc1cc(OC)cc(-c2nc(C3CC(=O)N(c4ccc(OC)c(OC)c4)C3)no2)c1 (configuration not stated) | 0% |
| Cc1ccc(-c2ccc(O)cc2)cc1 | -49% |
| c1ccc(OCCN2CCN(Cc3nc(C4CC4)no3)CC2)cc1 | 16% |
| CCNc1ncc2nc(-c3ccccc3)c(=O)n(CCc3ccccc3)c2n1 | 0% |
| CCOc1ccc(N2C(=O)CCC2(C)C(=O)NC2CCCC2)cc1 (configuration not stated) | 1% |
| COc1ccc(-c2nc3cc(C)c(Br)c(C)n3c2Cc2ccccc2C(F)(F)F)cc1OC | -38% |
| CCCc1nnc([C@H]2CCN(Cc3ncc[nH]3)C2)o1 | 112%[activator][176 µM] |
| Cc1cc(C)c2c(=O)cc(C(=O)N(Cc3ccc(C(C)C)cc3)C3CCS(=O)(=O)C3)oc2c1 (configuration not stated) | -12% |
| Cn1c(=O)[nH]c(=O)c2c1nc(CN(Cc1ccccc1)Cc1ccccc1)n2CC(N)=O | 2% |
| CCCN(C)c1nccnc1OC1CCN(C(=O)CC)C1 (configuration not stated) | 11% |
| c1ccc(-c2nnc([C@H]3CCN(C4CCOCC4)C3)o2)cc1 | 57%[activator][176 µM] |
| CC(C)CN(C(=O)Cn1cnc2c1c(=O)n(C)c(=O)n2C)c1nc2ccccc2s1 | 12% |
| COc1ccccc1OCCNC(=O)[C@H]1CCC[C@H]1NC(=O)c1ccncc1 | 51%[activator] |
| Cc1nc2cnc(N(C)C)nc2n(Cc2ccc(F)cc2)c1=O | ? |
| COc1ccccc1CN1CCN(C/C=C/c2ccccc2)CC1 | ? |
| COC1CCOC2(CCN(S(=O)(=O)c3ccccc3C)CC2)C1 (configuration not stated) | 11% |
| CCc1ccc(N/C(N)=N/c2nc(C)cc(C)n2)cc1 | -18% |
| O=C(NCc1ccc(OC(F)F)cc1)c1ccc(-n2cnnn2)cc1 | 12% |
| OC1CCCN(Cc2nnc(-c3ccccc3Cl)o2)C1 (configuration not stated) | 1% |
| Cn1c(CN2CCOCC2)nnc1C1CCCN(C(=O)CNC(N)=O)C1 (configuration not stated) | 25% |
| CCOc1cc(OCC)cc(C(=O)Nc2ccc(N3CCN(C(=O)c4ccccc4C)CC3)cc2)c1 | ? |
| C/C(=N/NC(=O)C1CC1(c1ccc(C)cc1)c1ccc(C)cc1)c1cccc2ccccc12 (configuration not stated) | -3% |
| COCCc1nncn1C1CCN(C(=O)c2ccccc2OC(F)(F)F)CC1 | 47%[activator] |
| CNC(=O)N1CCC(C2CCN(C(=O)c3ccccc3OC)C2)CC1 (configuration not stated) | 36%[activator] |
| O=C(NCCNc1ncccc1C(F)(F)F)Nc1ccccc1F | -2% |
| Cc1n[nH]c(C)c1/C=C/C(=O)c1ccc(Br)cc1 | 46%[activator] |
| Cc1cccc(NC(=O)C2CC(=O)N(c3n[nH]c4cccc(F)c34)C2)c1 (configuration not stated) | -3% |
| CCn1cc(-c2ccc(Cl)cc2)cc1C(=O)NCCOC | 24% |
| COc1ccc(N2CC(C(=O)N3CCC(C(=O)NCC4CC4)C3)NC2=O)cc1 (configuration not stated) | 23% |
| NNc1ccc(NS(=O)(=O)c2ccc(Cl)cc2)cc1[N+](=O)[O-] | ? |

Structural class, the compounds so far with a cyano group (2)
| Compound | ALOX12 inh |
| --- | --- |
| N#C/C(=C/c1ccccc1)S(=O)(=O)c1ccc(F)cc1 | ? |
| N#Cc1ccc(CN2CCCC3(CCN(C(=O)c4cc(C(F)(F)F)cc(C(F)(F)F)c4)CC3)C2)cc1 | ? |

More structures follow:
| Compound | ALOX12 inh |
| --- | --- |
| COCC(=O)N[C@@H]1CN(Cc2ccccc2)C[C@H]1CN(C)C | 6% |
| Cc1cccc(C)c1NC(=O)CN1CCC(C(=O)N2CCCCCC2)CC1 | 18% |
| COc1ccc(CC(=O)N2CCC(c3n[nH]c(=O)n3-c3ccccc3)CC2)cc1 | ? |
| CCCCn1c(C)c(C)c(-c2nc3ccccc3[nH]2)c1NC(=O)C(C)C | -9% |
| CN1CCCCCCN(S(=O)(=O)N(C)C)CCC1=O | 39%[activator] |
| CCc1ccc(NC(=O)Cc2nc(-c3c[nH]c(C(=O)N4CCCC4)c3)cs2)cc1 | -11% |
| CNC(=O)C(C)(C)N1CCC[C@H]1C(=O)NCc1ccccc1 | -18%[176 µM] |
| O=C(NC1CCCCCC1)c1ccc(CN2C(=O)NC3(CCS(=O)(=O)CC3)C2=O)cc1 | 28% |
| CCc1sc(C(=O)OC(C)C(=O)Nc2cc(C)no2)cc1C (configuration not stated) | -5% |
| O=C(c1csnn1)N1CCC[C@@]2(CCN(c3ccccn3)C2)C1 | 1%[57.4 µM] |

Brought forward from above: seven compounds; new compounds follow.
| Compound | ALOX12 inh |
| --- | --- |
| CCCCn1c(C)c(C)c(-c2nc3ccccc3[nH]2)c1NC(=O)C(C)C | -9% |
| CN1CCCCCCN(S(=O)(=O)N(C)C)CCC1=O | 39%[activator] |
| CCc1ccc(NC(=O)Cc2nc(-c3c[nH]c(C(=O)N4CCCC4)c3)cs2)cc1 | -11% |
| CNC(=O)C(C)(C)N1CCC[C@H]1C(=O)NCc1ccccc1 | -18%[176 µM] |
| O=C(NC1CCCCCC1)c1ccc(CN2C(=O)NC3(CCS(=O)(=O)CC3)C2=O)cc1 | 28% |
| CCc1sc(C(=O)OC(C)C(=O)Nc2cc(C)no2)cc1C (configuration not stated) | -5% |
| O=C(c1csnn1)N1CCC[C@@]2(CCN(c3ccccn3)C2)C1 | 1%[57.4 µM] |
| O=C1CO[C@H]2CCN(Cc3ccccn3)CC[C@@H]2N1c1ccccc1 | 55%[activator][176 µM] |
| CCNC(=O)N(C1CC1)C1CCOC2(CCN(C(=O)CCCc3ccccc3)CC2)C1 (configuration not stated) | -8% |
| O=S(=O)(Nc1ccc(Br)cc1F)c1ccccc1 | 4% |
| CC(C)NC(=O)N1Cc2[nH]cnc2C[C@H]1C(=O)NCc1ccco1 | 33%[activator][176 µM] |
| CCCCN1C(=O)[C@@H]2C[C@@H](O)CN2C2(CN(Cc3cccs3)C2)C1=O | 0%[176 µM] |
| CC(=O)C1=C(OC(=O)c2ccc(C)cc2)c2ccccc2S(=O)(=O)N1C(C)C | 36%[activator] |
| O=C(c1cccc(F)c1F)N1CCCC2(CCNCC2)CC1 | -14% |
| O=C1CCC2(CCN(C(=O)c3ccco3)CC2)CN1CC1CCCO1 (configuration not stated) | 20% |
| O=C(CC1NCCNC1=O)OCC1CCCO1 (configuration not stated) | -3% |
| COC(=O)c1ccc2c(c1)nc1n2[C@@H](CNC(=O)c2ccc(F)cc2)COC1 | 3%[176 µM] |
| Cc1ccc(-c2noc(-c3ccc(Br)cc3)n2)cc1 | 19% |
| O=C(Nc1ccccc1F)NC1CCN(C(=O)N2CC3CC(C2)[C@H]2CCCC(=O)N2C3)CC1 (some centres not stated) | 45%[activator] |
| NC(=O)CCN(C(=O)c1cccc(C(F)(F)F)c1)c1ccccc1 | -32% |
